# NPY-Y1 antag: NPY-Y1 receptor antagonists, primary screen, cell-based. Neuropeptide Y receptor type 1 (Homo sapiens), P25929. HEK293-CNG Y1 cells, membrane potential fluorescence; NPY at EC95, then isoproterenol. inhibition, % at 3.6 µM. 200,000 tested, 1% active. AID 1040, 2008;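 active = inhibition above the campaign mean inhibition of all tested compounds plus 3 SD, cut at about 20% in these data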;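 also: 0% = DMSO wells given NPY plus isoproterenol and 100% = isoproterenol alone without NPY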
#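 Assay system: HEK293 cells with Y1 receptor plus CNG channel | Probe or stimulus: NPY (25 nM), isoproterenol (1 µM), Ro 20-1724 (25 µM) | Timing: Compound incubation 1 h at room temperature, readout 45 min post-stimulation | Measured by: Membrane-potential fluorescent dye readout | Benchmarks: High control isoproterenol alone, low control NPY with isoproterenol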
# TRPN1 ag: zebrafish TRPN1 channel agonists, primary screen, cell-based, HEK293, calcium fluorescence; activation, % at 3 µM; 220,000 tested, 0.18% active; transient receptor potential cation channel N1 (TRPN1/NompC), Danio rerio; AID 1424, 2008; HEK293 zebrafish TRPN1-YFP, Fluo-8 calcium fluorescence; 100% = response to 87 µM carbachol;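 active = activation above its plate's cutoff, the mean activation of test wells on that plate plus 3 SD, cut at about 19% in these data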;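 also: 0% = DMSO alone and 100% = 87 µM carbachol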
#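 System: zebrafish TRPN1-YFP in HEK293 cells / Dosing: 3 µM single point / Timing: dye loading 1 h at 37 °C, then 30 min room temperature / Signal: Fluo-8 calcium fluorescence, excitation 470-495 nm, emission 515-575 nm / Read-out basis: percent activation from peak over basal fluorescence ratio, control-normalized / Control set: high carbachol 87 µM, low DMSO alone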
# CHOP inhibitor: inhibitors of CHOP promoter induction, primary screen, cell-based, unfolded protein response, luciferase reporter; CHO-K1 CHOP-promoter luciferase, tunicamycin-induced, 15-18 h; inhibition, % at 10 µM; 220,000 tested, 3.8% active; AID 2732, 2010;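 active = compounds that reduced the stress-induced luciferase reporter signal by more than about 70% of percent inhibition, limit read from the data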;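 also: 0% = tunicamycin plus vehicle and 100% = wells without tunicamycin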
# 14-3-3 Bad inh: inhibitors of 14-3-3 zeta/Bad binding, primary screen, biochemical, TR-FRET, bovine 14-3-3 zeta. TR-FRET 14-3-3zeta/Dy647-pBad peptide displacement, 1 h. 220,000 tested, 0.71% active. AID 781, 2007. inhibition, % at 21.7 µM;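 active = inhibition above about 70%, limit read from the data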;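 also: 0% = full 14-3-3 plus peptide FRET controls and 100% = background without 14-3-3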
# PPC-1+TRAIL kill: compounds killing PPC-1 cancer cells with TRAIL present, primary screen, TRAIL potentiator project, ATPLite luminescence, uHTS. PPC-1 cells + TRAIL, ATPLite viability luminescence. cell killing (% activity), % at 4 µM. 220,000 tested, 0.41% active;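 active = cell killing above 50% in the first pass at 4 µM, then a duplicate retest at 5 µM averaging 50% or more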;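 also: plate controls were cells with TRAIL plus DMSO for no effect and medium-only wells lacking cells for full effect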
# PGE2 EP2 inh: human EP2 receptor antagonists, primary screen, TR-FRET cAMP, C6 glioma cells; inhibition, % at 25 µM; C6 glioma cells expressing human EP2; cells stimulated with saturating PGE2; 260,000 tested, 0.52% active; Prostaglandin E2 receptor EP2 subtype (Homo sapiens), P43116; AID 1422, 2008;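 active = percent inhibition above 40 after rounding to a whole number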;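 also: rat C6 glioma host cells with rolipram phosphodiesterase inhibitor present; the protocol text gives 20 µM as final concentration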
# Target sequence (P43116 whole entry, looked up): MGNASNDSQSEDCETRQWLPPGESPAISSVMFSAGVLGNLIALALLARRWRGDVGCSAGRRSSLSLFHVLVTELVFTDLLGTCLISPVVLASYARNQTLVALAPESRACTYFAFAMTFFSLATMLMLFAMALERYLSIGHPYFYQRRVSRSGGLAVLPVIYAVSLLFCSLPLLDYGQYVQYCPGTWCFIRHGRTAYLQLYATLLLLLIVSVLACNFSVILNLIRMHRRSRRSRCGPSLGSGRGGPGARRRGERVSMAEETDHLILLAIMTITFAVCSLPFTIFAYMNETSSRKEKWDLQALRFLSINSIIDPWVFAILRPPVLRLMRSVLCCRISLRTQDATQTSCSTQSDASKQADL
# EP2 mod: EP2 receptor modulators, cAMP readout, primary screen, cell-based, HTRF cAMP, PGE2 stimulation | Prostaglandin E2 receptor EP2 subtype (Homo sapiens), P43116 | EP2-expressing cells, cAMP HTRF FRET, PGE2 co-stimulation | induction, % at 25 µM | 260,000 tested, 0.83% active;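 active = compounds whose cAMP rise, as percent of the full-agonist control response, exceeds 60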;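 also: rat C6 glioma line stably carrying human EP2 under a CMV promoter; the protocol text gives 20 µM as final concentration; 100% = response of wells given 1 µM PGE2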
# TRPML3 ag: human TRPML3 channel agonists, primary screen, cell-based, HEK293 TRPML3-YFP, Fluo-8 calcium fluorescence, 3 µM | Mucolipin-3 (Homo sapiens), Q8TDD5 | 100% = the carbachol control signal | activation, % at 3 µM | 220,000 tested, 0.29% active | AID 1448, 2008;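 active = activation above its plate's cutoff, the mean activation of the plate's test wells plus 3 SD, cut at about 12% in these data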;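 also: 0% = DMSO only wells and 100% = carbachol wells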
# Target sequence (Q8TDD5 whole entry, looked up): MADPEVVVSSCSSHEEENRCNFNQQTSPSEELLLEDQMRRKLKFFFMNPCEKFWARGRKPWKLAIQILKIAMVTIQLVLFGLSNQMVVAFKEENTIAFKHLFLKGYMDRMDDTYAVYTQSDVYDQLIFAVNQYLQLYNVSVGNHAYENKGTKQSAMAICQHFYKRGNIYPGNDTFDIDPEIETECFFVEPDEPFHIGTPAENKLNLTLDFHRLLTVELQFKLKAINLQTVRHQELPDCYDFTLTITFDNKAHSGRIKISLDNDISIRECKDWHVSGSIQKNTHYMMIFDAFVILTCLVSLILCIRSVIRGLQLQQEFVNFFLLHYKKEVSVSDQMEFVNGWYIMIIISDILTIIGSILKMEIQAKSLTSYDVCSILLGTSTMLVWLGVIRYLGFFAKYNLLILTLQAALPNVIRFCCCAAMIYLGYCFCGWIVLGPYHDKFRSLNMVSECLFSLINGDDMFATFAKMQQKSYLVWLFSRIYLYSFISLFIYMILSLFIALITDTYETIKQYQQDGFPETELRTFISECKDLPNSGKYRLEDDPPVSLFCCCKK
#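 Test system: TRPML3-YFP stable HEK293 cells. Doses: single point at 3 µM. Incubation: dye loading 1 h 37 °C then 30 min ambient, 125 s read. Signal: Fluo-8 calcium dye fluorescence, ex 470-495, em 515-575 nm. Measure: percent activation from peak-to-basal fluorescence ratio, scaled between DMSO and carbachol.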
# NPY1 pot ag: NPY-Y1 receptor potentiators or agonists, primary screen, cell-based | Neuropeptide Y receptor type 1 (Homo sapiens), P25929 | NPY-Y1 expressing cells, potentiator/agonist activation | activation, % at 3.6 µM | 220,000 tested, 0.37% active | AID 1304, 2008; in the data active = activation above about 33%, passing the limit was not always enough;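 also: cells stimulated with NPY at EC10 then isoproterenol at EC100; 0% = low agonist plus stimulus and 100% = saturating agonist plus stimulus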
# * marks the source's active call; other numbers are inactive results; / = not tested or not shown; & = joins results of further samples; [ ] = remark or other dose. Not all compounds are listed (hit frequency here may not be typical).
SMILES,NPY-Y1 antag,TRPN1 ag,CHOP inhibitor,14-3-3 Bad inh,PPC-1+TRAIL kill,PGE2 EP2 inh,EP2 mod,TRPML3 ag,NPY1 pot ag
COc1ccc(N2CCN(C3=CC(=O)N(c4cccc(Cl)c4)C3=O)CC2)cc1,5,1.5,26,-11,12,6,-52,1.0,7
Cc1ccc(S(=O)(=O)N2CCCCC2)cc1NC(=O)CSCC(=O)O,1,-0.8,0,-14,2,5,0,-1.1,0
COCCN1Cc2cccc(C(=O)Nc3cccnc3)c2C1=O,-4,2.0,38,10,13,/,-2,0.6,10
COC(=O)c1ccc(CN2[C@H](C(=O)OC)C[C@@]3(O)[C@H](O)[C@H](O)[C@H](O)C[C@@H]23)cc1,/,/,-6,-4,-4,14,-22,/,/
CN(C)CCN=c1cc(-c2ccccc2)oc2ccc(Cl)cc12,5,0.0,5,-12,-4,16,-27,-0.1,-1
Cc1nn(-c2ccccc2)c2c1C(c1c(C)[nH]c(C#N)c1C)C(C#N)=C(N)O2 (configuration not stated),3,0.4,51,6,-27,21,-28,-0.2,6
Fc1ccc(NCc2nnc(SCc3ccccc3)o2)cc1,1,-2.8,21,-8,-1,13,-16,-1.2,9
CCOC(=O)CNc1nc(Cl)nc(N2CCCCC2)n1,/,2.5,0,-3,16,5,-12,0.6,6
CCC1Oc2ccc(C)cc2N(Cc2cccc(C)c2)C1=O (configuration not stated),0,-1.7,96*,-3,10,6,75*,-0.7,4
Cc1cc(-c2ccccc2C(=O)O)on1,0,0.0,44,-1,9,10,20,0.6,-7
CC(C)CNS(=O)(=O)c1ccc(S(=O)(=O)NC2CCOC(C)(C)C2)cc1 (configuration not stated),2,2.9,/,/,/,14,/,1.3,-22
CCOC(=O)NC(=O)/C(C#N)=C/c1ccc(N(C)C)cc1,/,4.9,-12,-9,-9,14,-30,2.7,6
COc1ccc(CNC(=O)CSc2nc3c(c(=O)n(C)c(=O)n3C)n2C)cc1,-3,0.3,/,/,/,/,/,0.4,-8
CCOC(=O)CC(NC(=O)Cn1nnc(-c2ccccc2F)n1)c1ccc(OC)cc1 (configuration not stated),-1,3.0,29,-14,42,10,-20,2.4,-4
CC1CCCCC1NC(=O)Cn1nnc(-c2ccc(Cl)cc2)n1 (configuration not stated),9,-0.4,15,-6,7,18,18,0.0,-10
COc1ccc(N=C2SC(CC(=O)Nc3ccccc3)C(=O)N2CCN2CCOCC2)cc1 (configuration not stated),-5,1.8,-2,-3,14,8,-2,0.7,15
CCOc1ccc(/C=C/C(=O)c2cc(Br)ccc(=O)c2O)cc1,-5,-0.4,91*,12,3,9,3,0.1,-19
O=C(CN1CCN(c2ccc(Cl)cc2[N+](=O)[O-])CC1)N1CCOCC1,/,2.1,1,-2,5,7,-32,1.4,14
Cc1cc(C)c(C)c(S(=O)(=O)N2CCCCC2C(=O)O)c1C (configuration not stated),1,1.3,-7,-4,15,5,26,-0.3,17
COc1ccc2c(c1)c(=O)oc1c(C)c(OCc3cc(C(=O)O)oc3C)ccc12,3,1.8,28,4,9,5,-5,0.9,1
O=C(Nc1ccccc1)c1cnc2ccccc2n1,-1,0.6,5,11,10,8,9,1.0,0
Cc1cc(C)c[n+](CC(=O)c2ccc(NC(=O)c3ccccc3)cc2)c1,-6,1.1,4,5,4,5,-28,0.3,2
CSc1ccc(C(=O)/C=C/c2ccc(N)cc2)cc1,-2,-0.2,-66,14[fluorescence artefact?],44,4,10,-0.4,-6
COc1ccc(-c2cc(C(=O)NN)n(-c3ccccc3)n2)cc1,-2,0.6,-28,9[fluorescence artefact?],7,8,-13,0.1,-13
N#CCC(=O)N1CCCCCC1,3,0.0,-37,3[fluorescence artefact?],-4,4,27&-15,0.3,5
C/C=C/c1ccc(OCCN2CCc3ccccc3C2)c(OC)c1,20,-1.6,2,13[fluorescence artefact?],8,8,3,-0.1,-28
CCn1c(Cn2nnc(-c3ccccc3)n2)nnc1SCC(=O)N1CCOCC1,4,1.0,-35,-6[fluorescence artefact?],7,6,-3,0.8,-7
CCOC(=O)c1c(NC(=O)CC)sc(C(=O)N2CCCCC2)c1C,4,-0.1,17,2,33,12,-5,0.3,0
CC(=O)Nc1cccc2c1C(=O)N(c1cccc(OC(C)=O)c1)C2=O,4,0.3,8,-7,-2,10,-42,0.8,8
COc1ccc(CCC(=O)Nc2ccc3c(c2)OCCO3)cc1,9,0.9,-14,4[fluorescence artefact?],6,11,1,0.1,-15
Cc1ccc(-n2ncc3c(=O)[nH]c(SCC(=O)N4CCN(c5ccccc5)CC4)nc32)cc1,2,1.1,12,-6,2,3,50,0.4,4
COc1cc(OC)c(OC)cc1CN1CCCC(C(=O)c2ccc3c(c2)OCO3)C1 (configuration not stated),9,-1.4,-3,-15,-4,5,-6,-0.1,10
COc1cccc(C(CC(=O)Nc2cccc3ccccc23)NC(=O)c2ccccc2)c1 (configuration not stated),13,-0.9,84*,-4,0,3,-11,0.1,-2
NC(=O)c1ccsc1N,-1,1.8,5,-10,9,2,37,1.0,4
CC1(C)Cc2c(c(-c3ccccc3)nc(N3CCCC3)c2C(N)=O)CO1,-3,0.6,11,0,1,5,19,0.6,1
Cc1ccc(NC(=O)Nc2ccc3c(c2)N(C)C(=O)CS3)nc1,2,2.0,13,4,9,5,-12,0.7,-6
C=CCn1c(CSc2nc3ccccc3s2)nnc1SCC(=O)NCc1ccco1,6,-0.6,-2,10,-2,3,-6,-0.9,-25
Cc1ccc(OCC(=O)Nc2ccc3c(c2)OCO3)c([N+](=O)[O-])n1,-2,0.4,40,3,11,6,6,0.4,-18
CCNC(=S)N/N=C(\C)c1ccc(Cl)s1,0,-0.3,3,-16[fluorescence artefact?],20,7,3,-0.2,-11
O=C1CSC(c2ccccn2)N1c1ccc(Br)cc1 (configuration not stated),4,0.4,18,-13,-8,8,0,0.3,5
COc1ccccc1N1CCN(C(=O)CCSCc2ccccc2F)CC1,2,0.6,1,-4,7,4,-1,0.6,-16
CN(C)C(=O)c1cn(-c2ccc(Cl)cc2)c(=O)c2ccccc12,0,0.4,6,2,1,3,-21,0.6,-6
CN1CCN(C(=O)c2cc3ccccc3oc2=O)CC1,-3,0.1,8,2,24,12,18,0.8,-1
CCOC(=O)C(=CNc1ccc(C)cc1C)C(=O)OCC,-3,-1.5,64,-1,9,9,29,0.0,14
CN(C(=O)COc1ccccc1)c1nnc(-c2ccncc2)s1,8,0.7,13,-3,21,12,2,0.7,0

# A run of entries from the list above, for reference:
SMILES,NPY-Y1 antag,TRPN1 ag,CHOP inhibitor,14-3-3 Bad inh,PPC-1+TRAIL kill,PGE2 EP2 inh,EP2 mod,TRPML3 ag,NPY1 pot ag
CCOC(=O)C(=CNc1ccc(C)cc1C)C(=O)OCC,-3,-1.5,64,-1,9,9,29,0.0,14
CN(C(=O)COc1ccccc1)c1nnc(-c2ccncc2)s1,8,0.7,13,-3,21,12,2,0.7,0

# (more compounds)
SMILES,NPY-Y1 antag,TRPN1 ag,CHOP inhibitor,14-3-3 Bad inh,PPC-1+TRAIL kill,PGE2 EP2 inh,EP2 mod,TRPML3 ag,NPY1 pot ag
O=c1[nH]c(CN2CCN(CCO)CC2)nc2ccccc12,1,0.1,9,-5,4,-1,-1,0.1,-4
O=C(c1ccccc1)n1ccc(-c2cccs2)n1,/,-0.8,-2,1,3,9,11,0.8,13
CCNC(=O)C1CCCN1S(=O)(=O)c1ccc(OC)cc1 (configuration not stated),-5,2.8,-15,3,22,7&11,5&-29,0.8,5
c1ccc(-c2ccc3c(c2)c2c4n3CCN=C4CCC2)cc1,-1,-0.2,8,52[fluorescence artefact?],20,6,1,0.1,-3
CC(=O)Cc1nsc(NC(=O)c2cc(-c3cccc(C(F)(F)F)c3)oc2C)n1,6,1.2,70,0,2,8&15,7&-9,1.2,9
Cc1ccc(NC(=O)c2ccc(-c3nn(C)c(=O)c4ccccc34)cc2)c(C)c1,-6,1.4,19,3,5,9,-7,0.3,-11
CC(C)(C)OC(=O)NCC12C=CC(O1)C1C(=O)N(Cc3ccccc3)C(=O)C12 (configuration not stated),-1,4.0,20,1,5,20,-34,3.1,-18
O=C(NCc1ccc(Cl)cc1)C1CCC(CNc2c(N3CCCCC3)c(=O)c2=O)CC1 (configuration not stated),3,-0.9,24,-1[fluorescence artefact?],14,11,24,0.7,-16
COCCNS(=O)(=O)c1cc(-c2nn(C)c(=O)c3ccccc23)ccc1C,6,0.6,28,-5,-7,9,13,0.7,11
CCOC(=O)C1CCN(c2nnc(N3CCCC3=O)s2)CC1,1,0.1,8,5,12,17,-3,0.4,15
CCSC1=N/C(=C\c2ccccc2)C(=O)N1c1ccc(OC)cc1,4,-0.7,6,-10,4,6,79*,0.6,10
C=CCc1ccccc1OCC(O)CN(CC)CC (configuration not stated),-15,1.3,20,-4,-3,4,-22,0.2,103*
Cc1cccc(C)c1N(CC(=O)N1CCN(c2ccccc2F)CC1)S(C)(=O)=O,15,1.8,5,-9,-6,4,-58,1.4,-8
COc1cc(OC)cc(C(=O)NCCNC(=O)c2ccccc2)c1,3,-0.9,-1,3,6,7,25,-0.5,-13
Cc1cccc2cc(C#N)c(NCc3ccccc3)nc12,7,-1.1,48,-7,7,1,27,-0.3,-14
CC(OC(=O)c1oc2ccccc2c1COc1ccccc1)C(=O)NC(N)=O (configuration not stated),-8,-1.7,31,-8,14,5,70*,0.5,-3
Cn1c(=O)c2c(nc(OC/C=C/c3ccccc3)n2C)n(C)c1=O,-9,0.0,/,/,/,4,/,-0.8,-18
CC(C)(C)CC(=O)N1CCC(c2nc3c(nnn3Cc3c(F)cccc3Cl)c(=O)[nH]2)CC1,2,0.1,22,5,-5,11,-10,0.0,8
O=S1(=O)NC2CCCCCN2c2ccc(F)cc21 (configuration not stated),1,0.2,-18,-12,5,17,-6,0.6,6
